# SENP6 inh = SENP6 protease inhibitors, primary screen, biochemical, luminescence, uHTS; Sentrin-specific protease 6 (Homo sapiens), Q9GZR1; Recombinant SENP6 catalytic domain, aminoluciferin luminescence; inhibition, % at 10 µM; actives 1.8% (n = 330,000);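 active = inhibition above about 50% at the single tested dose, limit read from the data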;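 also: plate controls were DMSO wells with enzyme for no effect and DMSO wells lacking enzyme for full effect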
# Target sequence (Q9GZR1 628-1112 limits assumed): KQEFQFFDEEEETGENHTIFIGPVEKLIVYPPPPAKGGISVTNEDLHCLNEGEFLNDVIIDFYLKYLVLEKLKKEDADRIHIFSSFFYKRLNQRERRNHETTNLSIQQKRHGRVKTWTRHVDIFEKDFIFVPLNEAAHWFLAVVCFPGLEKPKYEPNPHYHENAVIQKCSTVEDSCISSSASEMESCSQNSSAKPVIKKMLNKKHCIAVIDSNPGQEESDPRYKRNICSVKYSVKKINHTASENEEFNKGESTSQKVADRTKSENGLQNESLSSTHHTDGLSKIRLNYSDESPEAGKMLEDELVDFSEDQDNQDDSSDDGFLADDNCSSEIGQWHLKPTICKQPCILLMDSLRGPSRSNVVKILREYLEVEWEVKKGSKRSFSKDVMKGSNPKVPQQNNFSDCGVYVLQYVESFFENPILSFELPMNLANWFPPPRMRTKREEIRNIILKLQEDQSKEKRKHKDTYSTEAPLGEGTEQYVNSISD
# PfGluPho inh = PfG6PD enzyme inhibitors, primary screen, biochemical, fluorescence intensity, uHTS; glucose-6-phosphate dehydrogenase-6-phosphogluconolactonase (Plasmodium falciparum 3D7); PfGluPho enzyme, NADPH resazurin-diaphorase fluorescence; inhibition, % at 20 µM; actives 0.78% (n = 350,000); AID 504690, 2011;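 active = inhibition reaching at least a set limit at 20 µM in the primary screen, cut at about 59% in these data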;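 also: 0% = DMSO wells with substrate and 100% = DMSO wells lacking glucose-6-phosphate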
# SENP1 FRET inh = human SENP1 catalytic domain inhibitors, primary screen, biochemical, FRET, uHTS | actives 0.21% (n = 360,000) | inhibition, % at 10 µM | AID 624204, 2012 | Sentrin-specific protease 1 (Homo sapiens), Q9P0U3 | recombinant SENP1 catalytic domain, CyPet-SUMO1-YPet FRET cleavage;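 active = inhibition at least 30% at 10 µM, raw YFP signal under a set limit, fluorescence ratio 0.5 to 1.5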;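 also: 0% = enzyme with DMSO and 100% = no enzyme wells; some results filed as inactive read as strong as hits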
# Target sequence (Q9P0U3 419-644 limits assumed): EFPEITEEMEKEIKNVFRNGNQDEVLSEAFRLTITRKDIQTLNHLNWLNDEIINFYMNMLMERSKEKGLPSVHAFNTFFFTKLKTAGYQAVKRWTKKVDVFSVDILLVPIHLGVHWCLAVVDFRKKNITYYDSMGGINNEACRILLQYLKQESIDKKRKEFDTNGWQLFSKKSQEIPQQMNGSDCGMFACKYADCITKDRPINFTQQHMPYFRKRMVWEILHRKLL
#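 system = hSENP1 catalytic domain, recombinant | reagent = SFCypet-SUMO1-SFYpet substrate at 25 nM | doses = one dose per compound, 10 µM, 0.5% DMSO | incubation = enzyme reaction for 50 min at room temperature, dark | measured by = FRET, CFP and YFP emission | controls = no-enzyme low, enzyme-DMSO high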
# HKDC1 inh = HKDC1 hexokinase inhibitors, primary screen, biochemical, fluorescence, uHTS. inhibition, % at 20 µM. Q2TB90. recombinant HKDC1, G6PDH/diaphorase resazurin coupled fluorescence. AID 493160, 2011. actives 0.16% (n = 340,000);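 active = inhibition above about 35% when tested at 20 µM, limit read from the data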;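 also: plate controls were DMSO wells with enzyme for no effect and DMSO wells lacking enzyme for full effect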
#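 System: Recombinant HKDC1 hexokinase | Amount: HKDC1 at 5 µg/mL | Reagent: Glucose with 1 mM ATP | Doses: Single 20 µM dose | Incubation: Reaction time 90 min, room temperature, protected from light | Signal: Coupled resazurin fluorescence, excitation 525 nm, emission 613 nm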
# NLRP3 yeast inh = NALP3 inflammasome inhibitors in reconstituted yeast, primary screen, luminescence, uHTS; Yeast reconstituted NLRP3/ASC/caspase-1, beta-gal luminescence, 24 h; inhibition, % at 10 µM; actives 0.39% (n = 330,000);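 active = inhibition of 50% or more; inactive = inhibition below 50%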;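 also: plate controls were induced DMSO wells for no effect and uninduced yeast grown without galactose for full effect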
# Apaf1 inhib = inhibitors of human Apaf-1 apoptosome, primary screen, biochemical, DEVD-Rh110 fluorescence, uHTS | actives 0.71% (n = 330,000) | reconstituted apoptosome caspase-3 activity | inhibition, % at 20 µM | AID 489030, 2010 | Apoptotic protease-activating factor 1 (Homo sapiens), O14727; active = inhibition of at least 40% at 20 µM;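 also: plate controls were DMSO wells for no effect and DEVD-CHO caspase inhibitor wells for full effect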
#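 System: reconstituted apoptosome with Apaf-1, cytochrome c, caspase-9, procaspase-3, dATP; Signal: Rh110 fluorescence intensity; Schedule: 30 min compound preincubation, 50 min activation, room temperature; Reagent: cytochrome c trigger plus (Z-DEVD)2-Rh110 caspase-3 substrate.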
# SENP8 block-1 = SENP8 protease inhibitors, primary screen, biochemical, luminescence; inhibition, % at 10 µM; AID 2540, 2010; purified SENP8, Z-RLRGG-aminoluciferin cleavage; Sentrin-specific protease 8 (Homo sapiens), Q96LD8; actives 1.2% (n = 330,000); in the data active = inhibition above about 50%
# SENP7 block = SENP7 protease inhibitors, primary screen, biochemical, luminescence, uHTS. Sentrin-specific protease 7 (Homo sapiens), Q9BQF6. recombinant SENP7, Z-RLRGG-aminoluciferin luminescence, 40 min. inhibition, % at 5 µM. actives 1.5% (n = 330,000);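 active = inhibition above about 50% at the single test dose, limit read from the data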;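 also: plate controls were DMSO with enzyme for no effect and no enzyme buffer wells for full effect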
# Target sequence (Q9BQF6 706-1050 limits assumed): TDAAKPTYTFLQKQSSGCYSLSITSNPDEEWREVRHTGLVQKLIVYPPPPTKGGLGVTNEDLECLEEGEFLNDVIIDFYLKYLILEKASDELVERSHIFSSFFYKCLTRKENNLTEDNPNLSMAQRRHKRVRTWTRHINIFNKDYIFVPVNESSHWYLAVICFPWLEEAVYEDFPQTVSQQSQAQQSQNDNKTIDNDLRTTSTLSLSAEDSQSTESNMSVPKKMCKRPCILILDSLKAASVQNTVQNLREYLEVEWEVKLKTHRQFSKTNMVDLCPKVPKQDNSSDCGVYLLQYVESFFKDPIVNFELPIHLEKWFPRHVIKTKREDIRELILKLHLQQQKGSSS
# SENP8 block-2 = human SENP8 protease inhibitors, primary screen, biochemical, fluorescence, Nedd8 protein substrate, uHTS. AID 602440, 2012. actives 0.64% (n = 360,000). Sentrin-specific protease 8 (Homo sapiens), Q96LD8. inhibition, % at 20 µM. recombinant SENP8; in the data active = inhibition mostly above about 40%, no sharp cut-off; inactive = mostly below about 27%
# Numbers without * were called inactive; x = no result given.
cpd	smiles	SENP6 inh	PfGluPho inh	SENP1 FRET inh	HKDC1 inh	NLRP3 yeast inh	Apaf1 inhib	SENP8 block-1	SENP7 block	SENP8 block-2
1	Cc1cc(C)c2nc(N3CCCC(C(=O)N4CCN(c5ncccn5)CC4)C3)sc2c1 (stereo not given)	1.0	6.0	1.2	3.1	29.7	29.0	-5.4	-0.6	-19.5
2	COC(=O)C1=C(C(=O)OC)[C@@H]2N(C)c3ccccc3[C@@]23C[C@@H](C(=O)OC)N(C(=O)c2ccco2)C3=N1	13.1	8.6	5.0	-2.8	-2.5	1.2	-2.2	5.6	3.7
3	CC1(C)Cc2c(sc3c2c(=N)n(Cc2ccco2)c(=O)n3CC(=O)Nc2ccc(Cl)cc2)CO1	13.6	10.5	-5.1	5.4	22.6	7.3	-6.4	-2.7	-84.8
4	O=C1C(Cl)=C(N2CCCCCC2)C(=O)N1c1ccccc1	29.9	4.3	28.6	1.9	-6.3	17.2	3.7	-12.9	37.0
5	O=C(CCNC(=O)c1ccc(Cl)cc1)Nc1ccc(S(=O)(=O)N2CCOCC2)cc1	-8.2	-3.4	-0.7	-4.5	13.8	14.4	-1.2	-7.4	-4.9
6	CCC[C@@H](CN1CCC[C@H]1CN1C(N)=NC[C@@H]1Cc1ccccc1)N1C[C@@H]([C@H](C)CC)N(CCc2ccc(Cl)c(Cl)c2)C1=N	-18.1	2.4	2.4	5.8	22.9	67.4*	-10.3	-7.9	22.0
7	O=C(CN(C(=O)C1CSC(=O)C1)c1ccccc1F)NCc1ccc2c(c1)OCO2 (stereo not given)	13.3	-8.6	1.1	-6.3	7.7	-9.3	5.9	-1.3	6.9
8	COC(=O)c1ccc(NC(=O)CCS(=O)(=O)c2ccc(Br)cc2)cc1	-2.8	-8.4	-0.2	-3.4	-4.2	-4.1	0.6	4.6	6.3
9	CCOC(=O)CNC(=O)CNC(=O)Cn1ccc2ccccc2c1=O	-12.7	5.4	0.1	-5.2	6.8	-0.2	4.6	1.5	-7.1
10	Cc1ccc2nc(SCC(=O)OCc3ccccc3)nc(=O)n2c1	-1.3	1.3	1.2	0.2	17.6	1.5	17.1	-9.2	-432.2

# Whole records, quoted from the list. Values in the order: SENP6 inh | PfGluPho inh | SENP1 FRET inh | HKDC1 inh | NLRP3 yeast inh | Apaf1 inhib | SENP8 block-1 | SENP7 block | SENP8 block-2
# Entry for COC(=O)c1ccc(NC(=O)CCS(=O)(=O)c2ccc(Br)cc2)cc1 = -2.8 | -8.4 | -0.2 | -3.4 | -4.2 | -4.1 | 0.6 | 4.6 | 6.3
# Entry for CCOC(=O)CNC(=O)CNC(=O)Cn1ccc2ccccc2c1=O = -12.7 | 5.4 | 0.1 | -5.2 | 6.8 | -0.2 | 4.6 | 1.5 | -7.1

# (further entries)
cpd	smiles	SENP6 inh	PfGluPho inh	SENP1 FRET inh	HKDC1 inh	NLRP3 yeast inh	Apaf1 inhib	SENP8 block-1	SENP7 block	SENP8 block-2
11	CCCCCC(=O)NNC(=S)NC(=O)c1ccc([N+](=O)[O-])cc1	-3.7	5.9	0.2	-6.4	8.6	2.2	-1.0	1.6	13.9
12	CCCCC(=O)NC1(C(F)(F)F)NC(=O)N(C)C1=O (stereo not given)	-0.1	-2.8	0.0	-1.5	8.2	-7.5	1.0	3.2	14.0
13	CCOC(=O)C1C(=O)C=C(c2ccc([N+](=O)[O-])cc2)CC1c1ccccc1 (stereo not given)	-0.1	2.2	-13.9	4.1	0.2	9.6	0.6	0.1	-18.6
14	O=[N+]([O-])c1ccc(C2NS(=O)(=O)N=C3CCCCCN32)cc1 (stereo not given)	-3.5	14.4	1.7	-1.7	2.4	-19.0	-5.3	3.8	10.4
15	CCN(CC)C(=O)c1ccc2c(=O)n(Cc3cccc(Br)c3)c(=S)[nH]c2c1	-26.4	5.4	x	2.9	19.3	29.6	-2.3	-2.6	x
16	COc1ccc(CN2C(=O)CN=C2Nc2ccc(C)cc2C)cc1	-2.2	-8.0	3.4	1.8	-15.3	-6.5	7.9	2.4	29.1
17	COc1ccc(-c2c(C(=O)O)c(-c3ccccc3)cn2C)cc1	3.4	-0.3	1.1	-5.2	17.9	15.0	-5.3	2.0	0.3
18	COc1cccc(C(C(=O)NC2CCCCC2)N(C(=O)c2csnn2)C2CC2)c1 (stereo not given)	-21.0	-6.9	-2.9	-4.4	16.7	2.5	3.1	-5.1	0.9
19	COc1cc(C(=O)OCC(=O)Nc2cc(C)on2)cc(OC)c1OC	-17.3	4.6	4.7	-6.2	3.8	6.2	-7.6	-9.1	6.0
20	Cc1cc(NC(=O)CCCOc2ccc(Cl)cc2Cl)no1	-16.8	-4.3	-0.4	-3.5	17.5	-5.5	-0.5	-2.7	3.9
21	C=CCOc1ccccc1/C=N/NC(=O)Cc1ccc(C)cc1	3.3	3.4	-4.7	3.5	10.9	21.8	-4.0	1.9	-105.1
22	O=C(Cn1nnc(-c2ccccc2F)n1)Nc1ccc2c(c1)OCO2	-12.2	-6.5	-1.2	-7.9	-1.9	-15.1	-3.7	-1.8	11.4
23	COc1ccc(CN2C(=O)c3c(c(C)n(C)c3C)C2C(=O)NC2CCC(C)CC2)cc1 (stereo not given)	-0.6	-15.4	-1.4	-2.5	8.5	9.1	-5.0	-3.4	7.2
24	COC(=O)c1c(C)[nH]c(C(=O)C(C)OC(=O)C2CC2)c1C (stereo not given)	-6.9	12.2	2.6	-5.8	8.1	-6.4	9.6	0.1	1.6
25	CCCCC1C(=O)N(c2ccccc2)N(c2ccc(O)cc2)C1=O (stereo not given)	8.9	77.8*	1.5	-1.9	26.2	2.8	3.6	5.5	5.8
26	CCOc1ccc(OCc2cccc(C(=O)N3CCCCCC3)c2)cc1	5.0	-4.3	0.8	-4.5	23.0	8.8	12.9	-1.7	13.3
27	CN(C(=O)Cn1cnc2ccccc2c1=O)C1CCS(=O)(=O)C1 (stereo not given)	-5.7	-3.7	0.0	-2.5	-2.8	2.3	-13.8	-17.5	0.6
28	Nc1cc2c(cc1O)CCCC2	8.1	22.1	-9.2	-5.4	17.5	8.1	5.2	12.8	-25.0
29	COc1cccc(CNC(=O)c2ccccc2SCC(=O)N2CCCC2)c1	3.4	-1.1	-0.1	-6.3	11.4	8.2	17.4	-11.2	-9.4
30	CC(=O)OCCCn1c(C)[n+](C)c2cc(Cl)c(Cl)cc21	-21.8	5.9	-3.3	-11.5	19.1	-17.6	4.6	-1.7	11.9
31	O=C(CCS(=O)(=O)c1ccccc1F)Nc1ccc(N2CCN(Cc3ccccc3)CC2)cc1	-14.5	1.3	2.3	-3.3	-4.1	17.4	-10.4	-8.4	0.3
32	COc1cc2sc3cc(NCCCN4CCOCC4)ccc3c(=O)c2cc1OC	69.5*	21.6	-29.6	10.8	11.8	9.7	43.1	74.9*	-462.9
33	Cc1ccc2c(c1)nnn2C1CCN(S(=O)(=O)c2ccc(C(=O)N3C(C)CCCC3C)cc2)CC1 (stereo not given)	0.0	2.6	-9.9	5.7	-4.0	27.5	6.8	8.0	18.3
34	C=CCn1c(NCCO)nc2sc3c(c2c1=O)CCC3	1.9	10.6	1.8	-2.9	9.8	6.5	-0.7	1.7	-86.3
35	CC1(C)Cc2c(sc3nc4n(c(=N)c23)CCCCC4)CO1	-4.6	1.9	-1.0	3.0	12.5	-2.1	0.7	4.8	4.8
36	COc1ccccc1CC(NC(C)=O)C(=O)N1CCN(C(=O)Nc2ccccc2Cl)CC1 (stereo not given)	-11.7	-7.9	2.5	-5.7	3.8	-2.4	-11.8	9.3	4.6
37	COc1ccc(S(=O)(=O)Nc2ccc3c(c2)OCO3)cc1C	-0.2	-10.1	1.8	4.2	19.3	-8.1	-6.5	4.0	16.2
38	CCOC(=O)c1ccc(NC(=O)CN2C(=O)CN(C(C)=O)C2=S)cc1	-9.1	-21.9	0.6	-3.2	-1.2	2.1	-12.6	-5.6	12.6
39	Cc1cnc(C(=O)OCC(=O)Nc2ccc(Cl)cc2Cl)cn1	-8.9	3.7	-2.0	-7.7	-9.3	1.5	-16.5	-5.3	23.2
40	CCOC(=O)c1cc(NC(=O)c2c(C)noc2C)cc(C(=O)OCC)c1	-1.9	-5.3	-1.8	-1.1	30.4	3.7	0.3	4.3	-2.8
41	COc1ccc(OC)c(NC(=O)CSc2nc3nc(C)cc(C)n3n2)c1	3.3	11.1	-0.8	19.6	13.0	-1.6	-18.3	-1.1	5.8
42	O=c1c2ccccc2nc(-c2ccco2)n1/N=C/c1ccco1	3.7	-10.2	-3.7	0.3	12.1	4.0	-4.7	8.7	20.4
43	c1ccc(Cc2nn3c(COc4ccccc4)nnc3s2)cc1	-6.5	62.5*	1.3	-19.8	1.8	-3.4	-3.7	3.8	16.5
44	CCc1nc(SCC(=O)NNC(=O)c2ccc(OC)cc2)c2ccccc2n1	-2.1	-3.2	1.9	-19.3	13.9	1.1	1.8	3.5	12.0
45	O=C1CCCC(O)=C1N=Nc1ccc2ncsc2c1	6.4	11.0	3.5	-2.5	9.4	-1.0	-8.6	-7.3	7.1
46	O=C(NCCN1CCCC1)C1(S(=O)(=O)c2ccc(Cl)cc2)CC1	-6.5	-1.3	-2.4	-9.5	23.2	-7.4	5.7	-2.2	16.4
47	COc1ccc(N2C(=O)CC(N(Cc3ccc(S(N)(=O)=O)cc3)C(C)=O)C2=O)cc1 (stereo not given)	-8.4	-24.0	2.7	1.9	-3.0	-7.4	-5.3	-7.8	19.6
48	CCCCCCSc1ccc([C@@H]2[C@@H]3C(=O)N(C)C(=O)[C@@H]3[C@]3(C(=O)OC)CCCCN23)cc1OC	-7.5	31.4	1.7	1.3	-7.0	30.7	-6.1	1.1	-5.6
49	O=C(CNC(=O)c1ccc(Cl)cc1Cl)OCCOc1ccccc1	-16.5	-8.9	-0.2	-1.5	6.2	1.2	-1.3	8.5	18.1
50	Cc1ccc2c(Cl)c(C(=O)Nc3cccnc3)sc2c1	47.3	17.7	2.5	-0.8	37.7	16.7	4.3	28.1	26.3
51	Cc1ccccc1OCc1nnc(SCC(=O)Nc2ccc3c(c2)OCO3)n1C	-4.5	1.7	0.0	8.4	18.8	-0.3	-10.8	-2.9	10.4
52	O=C(O)C1C2C=CC(CC2)C1C(=O)O (stereo not given)	-5.0	-7.8	4.1	-1.6	9.1	-9.6	-3.3	-5.6	17.3
53	COc1cccc(CNC(=O)c2c(C)nn(-c3ccccc3)c2C)c1	-0.9	-16.3	1.4	-6.4	16.8	6.3	-6.5	-9.3	2.4
54	CCOc1ccc2nc(N(CCN(CC)CC)C(=O)/C=C/c3cccs3)sc2c1	-10.5	1.6	1.0	-3.4	21.6	18.8	-6.5	20.9	15.3
